# Growth percent in the NCI-60 one-dose screen (48 h, 10 µM unless noted): 100 = growth as untreated, 0 = no growth, -100 = all killed.
# UACC-62 – UACC-62 melanoma; 5.4% of 81,000 active; AID 1794756
# T-47D – T-47D breast cancer | 5% of 79,000 active | AID 1794792
# HS 578T – HS 578T breast cancer; 4.1% of 78,000 active; AID 1794788
# MALME-3M – MALME-3M melanoma; 5.8% of 78,000 active; AID 1794766
# LOX IMVI – LOX IMVI melanoma. 7.4% of 79,000 active. AID 1794757
# UACC-257 – UACC-257 melanoma; 4.4% of 78,000 active; AID 1794764
# BT-549 – BT-549 breast cancer. 4.4% of 78,000 active. AID 1794793
# MCF7 – MCF7 breast cancer. 6.3% of 82,000 active
# Numbers without * were called inactive; / = no result given; & = joins results of further samples; [ ] = dose if it differs, or a comment. The calls were made as follows: active = growth percent below 10; inactive = the rest.
SMILES,UACC-62,T-47D,HS 578T,MALME-3M,LOX IMVI,UACC-257,BT-549,MCF7
O=c1oc2ccc(F)cc2c(=O)n1-c1ccc(F)cc1F,3.2*,-12*,13,-6.0*,14,17,/,25
Cc1nn(-c2nc3ccccc3s2)c(N)c1-c1ccc(Cl)cc1,92,/,100,95,98,107,101,72
CC(C)Cc1cccc(C(C)C)c1NC(=O)CCC(=O)N/N=C1\C(=N/NC(=O)CCC(=O)Nc2c(C(C)C)cccc2C(C)C)C(c2ccc3c(c2)OCO3)Oc2ccccc21 (stereo unspecified),76,80,93,109,69,98,101,81
CCOC(=O)c1c(C)[nH]c(C=O)c1C,106,85,101,114,98,89,106,92
CC(=O)OC1CCC2(C)C(=CCC3C2CCC2(C)C3CC3ON=C(C)C32)C1 (stereo unspecified),94,112,107,/,106,97,107,113
C=C1C(=O)O[C@H]2[C@H]1CC/C(COC(=O)NCc1[nH]nc3ccccc13)=C\CC[C@@]1(C)O[C@@H]21,16,37,62,-43*,-17*,38,24,18
CCOC(=O)Cn1c(-c2ccccc2)cc(-c2ccccc2)c(C#N)c1=O,83,94,95,103,90,97,96,96
CCCCN=C(N)N=C(N)N,99&105,98&100,107&101,100&74,100&102,87&92,111&114,95&106
COc1ccc(-c2cc(O)c(C(C)=O)s2)cc1,105,95,121,101,99,96,88,96
O=c1c2c3c(sc2nc(N/N=C/c2ccc([N+](=O)[O-])cc2)n1Cc1ccccc1)CCCC3,83,76,97,89,86,76,94,76
O=C(O)c1cccnc1,95&94&104,116&99&112,105&110&126,103&128&107,102&103&95,102&93&102,113&103&97,103&91&94
c1ccc(Cn2cc(COc3ncnc4sc5c(c34)CCCC5)nn2)cc1,87,95,98,100,95,97,100,93
CC(C)(C)c1ccc(C2=NOS(=O)[C@@]23Cc2ccccc2C3=O)cc1 (stereo partly specified),76,59,90,88,57,89,106,63
O=[N+]([O-])c1ccc(N=Nc2c(O)c(N=Nc3cc([N+](=O)[O-])cc([N+](=O)[O-])c3O)cc(N=Nc3cc(S(=O)(=O)O)cc4cc(S(=O)(=O)O)cc(O)c34)c2O)cc1,96,109,101,101,90,105,104,100
COc1ccccc1-c1cnc2c(Oc3ccc4c(C)cc(=O)oc4c3)nc(Br)cn12,103,78,84,76,75,96,95,75
CC(C)=NOC(=O)Nc1ccc(F)cc1,101,84,93,86,88,100,112,84
O=C(CCCCCC1CCCCC1)OC1CCCC1,103,104,102,98,100,98,117,99
COC(=O)Nc1ccc(-c2nc(-c3cccc(O)c3)c(-c3ccnc(Br)c3)[nH]2)cc1,24,35,28,54,38,59,66,15
COc1cc(C2C(C(=O)Nc3ccccn3)=C(C)NC(C)=C2C(=O)Nc2ccccn2)cc(CN2CCOCC2)c1O,95,100,101,101,95,101,101,97
O=C(CNC(=O)c1cn(-c2ccccc2)nc1-c1ccccc1)c1ccccc1,101,97,97,106,98,113,99,92
COC(=O)c1sc(-c2ccccc2)c2sc(N)nc12,83,69,93,114,90,92,85,83
COc1cc(C2CC(c3cccs3)=NN2C(C)=O)cc(OC)c1OC (stereo unspecified),87,82,87,95,99,117,94,90
COC(=O)c1cc(C)n(-c2ccc(C)cc2)c1C,78,83,109,137,94,96,86,94
COc1ccc(S(=O)(=O)ON=C2C=C(C)C(=O)C(C)=C2)cc1,91,40,101,102,62,99,98,64
CC(=O)N1N=C(c2ccc(Nc3nc(Nc4ccc(F)cc4)nc(Nc4ccc(Cl)cc4)n3)cc2)CC1c1ccccc1 (stereo unspecified),88,62,118,89,92,104,73,89
O=C(CBr)c1cc(-c2ccc(Cl)cc2)nc2cc(Cl)ccc12,80,66,101,81,85,97,89,62
O=C(O)CC(CC(=O)c1ccccc1)c1ccccc1 (stereo unspecified),111,105,109,/,98,102,102,111
CCOC(=O)CC/C(C)=N\Nc1ccc([N+](=O)[O-])cc1,24,42,89,104,17,/,82,80
CC(=O)Nc1c(I)c(C(=O)NC2C(O)OC(CO)C(O)C2O)c(I)c(N(C)C(C)=O)c1I (stereo unspecified),98,110,92,103,/,91,107,101
CC(=O)Nc1ccn(C2OC(COC(C)=O)C(OC(C)=O)C2OC(C)=O)c(=O)n1 (stereo unspecified),121,89,131,82,120,/,99,87
CC(O)c1ccccc1 (stereo unspecified),101,93,103,113,110,87,87,94
O=[N+]([O-])CC1(O)CCCCC1,113,108,114,121,93,100,124,98
COc1cc(-c2n/c(=C\c3c(O)[nH]c4ccc(Cl)cc34)cc3c2=Nc2ccccc2-3)ccc1F,47,56,15,-66*,0.1*,58,86,-54*
NS(=O)(=O)c1ccc(NC(=O)/C(=C\c2ccc(Cl)cc2Cl)NC(=O)c2ccccc2)cc1,75,88,90,93,96,102,89,90
CCOC(=O)/C(C#N)=C\c1ccccc1,105,103,116,102,107,99,/,100
Oc1c(CNCCNCc2cc(Cl)cc(Cc3ccccc3)c2O)cc(Cl)cc1Cc1ccccc1,-11*,26,41,8.2*,4.6*,16,/,17
Cc1c([N+](=O)[O-])cc(N2C(=O)C=CC2=O)cc1[N+](=O)[O-],111,99,116,105,93,104,117,104
O=C(NO)c1ccc(CNC(=O)[C@H]2Cc3c([nH]c4ccccc34)[C@H](c3ccc(Cl)cc3)N2)cc1,-50*,-2.4*,6.1*,6.9*,-88*,15,27,3.0*
O=C(Oc1ccc(CCl)cc1)c1ccccc1,-77*,-35*,-13*,-69*,-85*,-67*,-98*,-58*
CCCOc1cc2ccccc2cc1C(=O)Nc1nc(N)c2c(ccc3nccc32)[nH]1,-81*,-51*,-56*,-76*,-74*,-78*,-41*,-52*
Cc1cccc(N=NC(C#N)C#N)c1,106,138,104,/,108,102,97,107
COc1ccc(NC2=C(Cl)C(=O)C(C)=C(C)C2=O)cc1OC,81,24,91,100,/,95,108,78
COC(=O)c1c(-c2ccccc2)[nH]c(-c2nccc3ccccc23)c1C(=O)OC,94,92,87,92,95,99,107,90
CCCCOc1ccc(/C=C2/SC(N3CCOCC3)=NC2=O)cc1OCC,89,81,104,93,89,108,83,99
COc1ccc(N=C2CSc3nnc(-c4cc(F)c(Cl)cc4Cl)n3N2)cc1,21,-20*,-44*,-45*,-42*,39,-21*,-34*
CC(=O)CC(=O)Nc1ccccc1Cl,95,110,/,98,101,108,103,101
CCC1Cc2ccc(OCCN(C)C)cc2C1=O (stereo unspecified),109,79,118,104,104,98,92,98
COc1cc2c(c(OC)c1OC)C(=O)CC(c1cccc(NC(=O)c3ccc([N+](=O)[O-])cc3)c1)O2 (stereo unspecified),32,14,89,73,68,64,37,50
O=C(Nc1cc(C(F)(F)F)cc(C(F)(F)F)c1)N1CCN(c2cc(-c3cn(-c4ccccc4)nc3-c3cccc(O)c3)ccn2)CC1,84,71,85,95,78,100,101,89
CCOC(=O)/C(C#N)=C\Nc1ccccc1Cl,/,/,101,114,102,108,/,96

# Next results.
SMILES,UACC-62,T-47D,HS 578T,MALME-3M,LOX IMVI,UACC-257,BT-549,MCF7
COc1ccc(C2=NN(c3nc(-c4ccccc4)c(C#N)c(=O)n3C)C(c3ccc(OC)cc3)C2)cc1 (stereo unspecified),85,99,102,115,93,/,108,91
NS(=O)(=O)c1ccc(-n2cc(CN3CCCC3)nn2)cc1,95,101,104,102,95,108,109,97
O=C(Nc1nc2cc(C(=O)N3CCN(C(c4ccccc4)c4ccccc4)CC3)ccc2o1)c1ccc(Nc2ccc(Cl)c(Cl)c2)c([N+](=O)[O-])c1,79,69,80,93,91,94,96,71
CN[C@]1(c2ccccc2Cl)CCCC[C@@H]1NCCc1ccc(OC)c(OC)c1,99,92,108,92,94,99,101,93
CC(C)(O)CN(C(=O)c1ccc([N+](=O)[O-])cc1)C1CCCC1,97,101,99,117,99,102,107,111
CCCN(C(=O)Cc1c(F)cccc1Cl)c1c(N)n(Cc2ccccc2)c(=O)[nH]c1=O,98,97,100,102,101,101,104,98
COc1ccc(S(=O)(=O)N/N=C/C(=O)OCOC(=O)C(C)(C)C)cc1,99[100 µM],101[100 µM],95[100 µM],106[100 µM],101[100 µM],104[100 µM],105[100 µM],99[100 µM]
OB(Cc1ccccc1)c1ccccc1,99,105,97,112,105,84,97,110
COc1ccc2oc3c(C)c4c(c(C)c3c2c1)C(=O)N(CCO)C4=O,74,96,120,93,92,107,97,70
COc1cc(C(=O)N2Cc3cc4ccccc4nc3C2C)cc(OC)c1OC (stereo unspecified),98,96,104,113,98,89,/,108
COc1cccc2c1O/C(=C\c1ncc([N+](=O)[O-])n1C)C2=O,-78*,97,-24*,-53*,-59*,-50*,-64*,3.8*
O=C1OC(C(Cl)(Cl)Cl)OC1C(Cl)(Cl)Cl (stereo unspecified),95,122,117,/,97,93,109,114
CCOC(=O)C(CC(Nc1ccc(Br)cc1)c1ccccc1)[N+](=O)[O-] (stereo unspecified),46,78,101,70,50,96,87,85
COc1cc(N=Nc2ccc(N)cc2)c(OC)cc1N=Nc1ccccc1.[Cl][Zn][Cl],92,88,107,74,88,109,93,86
Cc1cc(Cl)nc(N2CCN(CC(=O)Nc3ccc4c(ccn4Cc4ccccc4)c3)CC2)n1,82,82,95,101,96,108,92,87
O=C(CCN1C(=O)/C(=C/c2ccc(O)cc2)SC1=S)Nc1ccc(O)cc1,81,98,96,82,91,96,75,93
COCCCN1CCN(c2ncc([N+](=O)[O-])c(N3CCN(CCCOC)CC3)n2)CC1,105,95,93,104,96,100,110,94
O=C(CNSc1ccc([N+](=O)[O-])cc1[N+](=O)[O-])OCc1ccccc1,102,105,113,108,99,/,103,98
CN1NC(=O)CC1c1ccccc1 (stereo unspecified),98,100,100,/,85,92,105,100
Cc1nn(-c2ccccc2)c2nc(Cl)c(/C=C/C(=O)c3ccc(Cl)cc3)c(-c3ccc(Cl)cc3)c12,87,107,100,108,102,98,90,98

# 12 entries out of the list, ordered by heavy-atom count, descending:
SMILES,UACC-62,T-47D,HS 578T,MALME-3M,LOX IMVI,UACC-257,BT-549,MCF7
O=C(Nc1nc2cc(C(=O)N3CCN(C(c4ccccc4)c4ccccc4)CC3)ccc2o1)c1ccc(Nc2ccc(Cl)c(Cl)c2)c([N+](=O)[O-])c1,79,69,80,93,91,94,96,71
Cc1nn(-c2ccccc2)c2nc(Cl)c(/C=C/C(=O)c3ccc(Cl)cc3)c(-c3ccc(Cl)cc3)c12,87,107,100,108,102,98,90,98
Cc1cc(Cl)nc(N2CCN(CC(=O)Nc3ccc4c(ccn4Cc4ccccc4)c3)CC2)n1,82,82,95,101,96,108,92,87
CCCN(C(=O)Cc1c(F)cccc1Cl)c1c(N)n(Cc2ccccc2)c(=O)[nH]c1=O,98,97,100,102,101,101,104,98
COc1cc(N=Nc2ccc(N)cc2)c(OC)cc1N=Nc1ccccc1.[Cl][Zn][Cl],92,88,107,74,88,109,93,86
COc1cc(C(=O)N2Cc3cc4ccccc4nc3C2C)cc(OC)c1OC (stereo unspecified),98,96,104,113,98,89,/,108
O=C(CCN1C(=O)/C(=C/c2ccc(O)cc2)SC1=S)Nc1ccc(O)cc1,81,98,96,82,91,96,75,93
COc1ccc2oc3c(C)c4c(c(C)c3c2c1)C(=O)N(CCO)C4=O,74,96,120,93,92,107,97,70
COc1cccc2c1O/C(=C\c1ncc([N+](=O)[O-])n1C)C2=O,-78*,97,-24*,-53*,-59*,-50*,-64*,3.8*
OB(Cc1ccccc1)c1ccccc1,99,105,97,112,105,84,97,110
O=C1OC(C(Cl)(Cl)Cl)OC1C(Cl)(Cl)Cl (stereo unspecified),95,122,117,/,97,93,109,114
CN1NC(=O)CC1c1ccccc1 (stereo unspecified),98,100,100,/,85,92,105,100
